# Lipid droplet: hepatic lipid droplet formation modulation; AID 1656; 0.4% of 240,000 active; AML12 mouse hepatocytes, oleate lipid droplets, BODIPY imaging; inhibition, % at 6.5 µM;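 active means lipid droplet intensity inhibited by at least 50%, with more than 500 cells counted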
#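 material = mouse AML12 hepatocyte cell line, fixed after treatment | also added = 100 µM oleic acid challenge | doses = compound at 6.5 µM only | schedule = overnight exposure | technique = Image-based BODIPY and DAPI two-channel analysis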
# T cell modulator: modulates CD8 T cell binding to vesicles. 2C CD8+ T cell-vesicle binding, flow cytometry; stronger effect = lower value. calls only at 7 µM. 0.068% of 330,000 active;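 active means response, share of CD8 T cells binding vesicles, and their 90th percentile fluorescence all below set limits, cut at about 80% in these data, passing the limit was not always enough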
#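 Material: murine 2C transgenic CD8+ T lymphocytes / Also added: QL9-peptide-loaded Drosophila micro-vesicles bearing Ld, ICAM-1 and B7-1 / Schedule: binding step 1.5 h, 37 °C, antibody labelling 20 min, ice / Signal: flow cytometry, PE anti-B7-1 (FL2) versus Alexa647 anti-CD8 (FL8), PFA-fixed / Evaluation: percent CD8+ FL2 mean versus row control / Benchmarks: naked versus QL9-loaded vesicles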
# Lipid droplet cells 6.5 µM: recorded beside Lipid droplet, whose call it bears; cell count; measured here: cell count, cytotoxicity flag;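 cells counted across two imaged fields per well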
# T cell modulator vesicle-bound %: also measured in T cell modulator; calls as there; double positive events, %; measured here: CD8+ vesicle-bound cell fraction;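 binding gate set so that unloaded-vesicle control wells show 10% double positive cells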
# The depositor's hits bear a star; i = inactive.
SMILES,Lipid droplet,Lipid droplet cells 6.5 µM,T cell modulator,T cell modulator vesicle-bound %
Oc1cccc(C(=S)N2CCC(Cc3ccccc3)CC2)c1,0,795,i,54
O=CN1CCN(C(=O)c2ccc3c(c2)OCO3)CC1,11,691,i,66
CCOc1ccc(C(=O)N[C@H](C(=O)Nc2ccccc2OC)C(C)C)cc1,-31,799,i,8
COc1cccc(/C=N/NC(=O)c2ccc(N3CCCC3=O)cc2)c1,9,736,i,29
COc1cccc(CNC(=O)CCCn2nc(C)c3c(C)n(-c4ccccc4)nc3c2=O)c1,-4,805,i,49
CCn1nc(C)cc1C(=O)N(C)C1CCCN(Cc2ccccc2F)C1 (stereo unspecified),-4,823,i,26
CCN(CC)CCNC(=O)Cn1cnc2sc(C)c(S(=O)(=O)N3CCC(C)CC3)c2c1=O,5,782,i,47
CCOc1ccc(CN2CCCC(CO)(Cc3ccc(F)cc3)C2)cc1 (stereo unspecified),-4,795,i,58
COc1ccc(NC(=O)c2ccco2)cc1NC(=O)c1ccccc1F,6,838,i,54
CCOC(=O)CCNC(=O)N1CCCC(N2CCN(c3ccc(OC)cc3)CC2)C1 (stereo unspecified),2,764,i,26
COc1ccc(-n2nc3ccc(N)cc3n2)cc1Cl,-12,753,i,70
CCN(c1ccc(OC)cc1)S(=O)(=O)c1nnc(NC(=O)c2ccc(C)cc2)s1,-13,728,i,44
CCC(C)(C)n1nnnc1C(c1ccc(OC)c(OC)c1)N1CCN(C(=O)c2ccco2)CC1 (stereo unspecified),-1,713,i,30
Cc1ccc(C(=O)NC(=S)Nc2cccnc2Cl)cc1,-2,846,i,41
NC(=O)C(=O)N/N=C/c1c2ccccc2cc2ccccc12,5,687,i,59
CC(NC(=O)Cc1ccc(Br)cc1)c1ccccc1 (stereo unspecified),-2,835,i,7
CC(C)CNS(=O)(=O)c1ccc(CCC(=O)NCc2ccc(Cl)cc2)cc1,8,808,i,58
CCCCCOc1ccc(C2C(C(=O)c3ccc(C)o3)=C(O)C(=O)N2c2cc(C)on2)cc1 (stereo unspecified),-2,633,i,31
COc1ccccc1CNS(=O)(=O)c1cc2c3c(c1)C(C)C(=O)N3CCC2 (stereo unspecified),-4,676,i,41
CCCC(=O)Nc1nnc(S(=O)(=O)N(C)Cc2ccco2)s1,-1,786,i,48
Cc1ccc(/C=C(\NC(=O)c2ccccc2)C(=O)NCCN2CCOCC2)o1,-5,698,i,36
Clc1nccnc1N/N=C/c1ccc(Br)cc1,4,858,i,25
NS(=O)(=O)c1ccc(CCNC(=O)COc2ccc3c4c(c(=O)oc3c2)CCC4)cc1,23,704,i,30
CC1(C(=O)NNC(=S)NCC2CCCO2)CC1(Cl)Cl (stereo unspecified),-4,838,i,4
COc1ccc(C(C)NC(=O)C2CCCC2)cc1 (stereo unspecified),3,802,i,54
Cc1cccc(-c2ocnc2C(=O)Nc2ccccc2NC(=O)c2ccccn2)c1,-12,737,i,23
Cc1ccc(CNC(=O)C2CCCN2C(=O)Nc2ccccc2)cc1 (stereo unspecified),-3,790,i,51
CCOC(=O)c1c(CS(=O)(=O)c2ccccc2)n(C)c2cc(Br)c(O)cc12,-14,839,i,63
O=C(CSc1nnc(CNC(=O)c2c(F)cccc2Cl)o1)NC1CCCCC1,1,709,i,29
COc1ccc(OC)c(NC(=O)c2ccc3c(c2)C(=O)N(CC2CCCO2)C3=O)c1 (stereo unspecified),-8,805,i,15

# Part of the list above, with values under each structure:
# Order of values – Lipid droplet, Lipid droplet cells 6.5 µM, T cell modulator, T cell modulator vesicle-bound %
CCC(C)(C)n1nnnc1C(c1ccc(OC)c(OC)c1)N1CCN(C(=O)c2ccco2)CC1 (stereo unspecified)
    -1, 713, i, 30
Cc1ccc(C(=O)NC(=S)Nc2cccnc2Cl)cc1
    -2, 846, i, 41
NC(=O)C(=O)N/N=C/c1c2ccccc2cc2ccccc12
    5, 687, i, 59
CC(NC(=O)Cc1ccc(Br)cc1)c1ccccc1 (stereo unspecified)
    -2, 835, i, 7
CC(C)CNS(=O)(=O)c1ccc(CCC(=O)NCc2ccc(Cl)cc2)cc1
    8, 808, i, 58
CCCCCOc1ccc(C2C(C(=O)c3ccc(C)o3)=C(O)C(=O)N2c2cc(C)on2)cc1 (stereo unspecified)
    -2, 633, i, 31
COc1ccccc1CNS(=O)(=O)c1cc2c3c(c1)C(C)C(=O)N3CCC2 (stereo unspecified)
    -4, 676, i, 41
CCCC(=O)Nc1nnc(S(=O)(=O)N(C)Cc2ccco2)s1
    -1, 786, i, 48
Cc1ccc(/C=C(\NC(=O)c2ccccc2)C(=O)NCCN2CCOCC2)o1
    -5, 698, i, 36
Clc1nccnc1N/N=C/c1ccc(Br)cc1
    4, 858, i, 25
NS(=O)(=O)c1ccc(CCNC(=O)COc2ccc3c4c(c(=O)oc3c2)CCC4)cc1
    23, 704, i, 30
CC1(C(=O)NNC(=S)NCC2CCCO2)CC1(Cl)Cl (stereo unspecified)
    -4, 838, i, 4
COc1ccc(C(C)NC(=O)C2CCCC2)cc1 (stereo unspecified)
    3, 802, i, 54
Cc1cccc(-c2ocnc2C(=O)Nc2ccccc2NC(=O)c2ccccn2)c1
    -12, 737, i, 23
Cc1ccc(CNC(=O)C2CCCN2C(=O)Nc2ccccc2)cc1 (stereo unspecified)
    -3, 790, i, 51

# Other structures
SMILES,Lipid droplet,Lipid droplet cells 6.5 µM,T cell modulator,T cell modulator vesicle-bound %
COc1ccc(CN(CC(=O)NCCC(C)C)C(=O)CCC(=O)Nc2nccs2)cc1,-1,847,i,47
CC[C@@]1(c2ccccc2OC)C(=O)N(C(=O)OC)N1C(=O)OC,-4,746,i,5
CC1CN(CC(=O)NCc2ccc(Cl)cc2)CC(C)O1 (stereo unspecified),6,844,i,58
CCNC(=S)N(CCN(CC)CC)Cc1cc2cc3c(cc2[nH]c1=O)OCO3,-2,788,i,61
O=C(Cn1cc(C(=O)C(F)(F)F)c2ccccc21)Nc1ccccc1F,-37,719,i,48
COc1ccc(C(=O)N/N=C/c2ccccc2OC(=O)c2ccccc2)cc1,-40,762,i,14
Cc1ccc(-n2nc(C)c(C(=O)N3CCN(C(=O)c4ccco4)CC3)c2-n2cccc2)cc1,-3,744,i,45
O=C(NCCCO)c1c(O)c2cccc3c2n(c1=O)CCC3,-3,844,i,18
O=S(=O)(NC1CCCC1)c1ccc(-n2cnnn2)cc1,-2,785,i,29
CN(C(=O)c1cc2c(=O)n3ccccc3nc2n1C)C1CCCCC1,-11,673,i,5
O=[N+]([O-])c1ccc(S(=O)(=O)NCC2COc3ccccc3O2)cc1 (stereo unspecified),-4,729,i,13
CCc1c(O)nc(SCC(=O)Nc2ccc(Br)cc2)n(-c2ccc(C)cc2)c1=O,16,675,i,12
COc1cc(-c2nc(CCNC(=O)c3ccco3)cs2)cc(OC)c1OC,-6,662,i,14
CC(=O)c1cc(C(=O)NC2CCCc3c2cnn3-c2cc(C)cc(C)c2)[nH]n1 (stereo unspecified),-26,688,i,18
COCc1c(C(=O)N/N=C/c2ccco2)nnn1-c1nonc1N,-4,816,i,51
COc1ccc(CN2CCN(Cc3ccccc3C(F)(F)F)CC2)c(OC)c1,-2,400,i,21
COc1cc(/C=C2\CCCc3c2nc2ccccc2c3C(=O)O)cc(Br)c1O,-5,825,i,13
CCOc1ccc(C(=O)NCC(=O)NCCOc2ccc(C)cc2)cc1,-8,787,i,26
CCOC(=O)C1(CCOc2ccccc2)CCN(Cc2ccc(OC)c(O)c2)CC1,4,877,i,49
CC(=O)Nc1c2c(nn1-c1ccccc1)CS(=O)C2 (stereo unspecified),-4,690,i,11
CCc1cc(=O)oc2cc(OCC(=O)NC3CC(C)(C)NC(C)(C)C3)ccc12,2,760,i,37
C/C(=N\NC(=O)c1ccc(O)cc1O)c1cccnc1,2,762,i,58
CCS(=O)(=O)N1CCC(C(=O)Oc2ccccc2)CC1,1,789,i,60
O=c1oc2ccccc2c(NC2CCCCC2)c1NS(=O)(=O)c1ccc(F)c(Cl)c1,-1,622,i,44
CC1CCN(CCCN2C(=O)C3C(C(=O)Nc4ccc(Cl)cc4)C4C=CC3(O4)C2C(=O)NC2CCCCC2)CC1 (stereo unspecified),-7,722,i,38
O=C(CNC(=O)c1cccc(Br)c1)N/N=C/c1ccc2c(c1)OCO2,-4,578,i,8
Nc1nonc1-n1nnc(C(=O)N/N=C/c2ccc(Cl)cc2Cl)c1CN1CCCCC1,-3,829,i,12
COc1ccccc1-c1nc(SCC(=O)NCc2ccco2)c2c(=O)n(C)c(=O)n(C)c2n1,25,686,i,70
CC(C)(C)C(=O)Nc1cc2c3c(c1)CCN3C(=O)CC2,-1,733,i,21
O=C(CSc1n[nH]c(=O)n1-c1cccnc1)Nc1ccccc1,0,792,i,22
CC(C)(C)OC(=O)N1CCC(c2c(C(=O)N3CCN(C(=O)c4ccco4)CC3)cnn2-c2ccc(F)cc2F)CC1,-2,767,i,14
Cc1ccc(C(=O)NC2CCCN(c3ccc(C(F)(F)F)cn3)C2)cn1 (stereo unspecified),1,845,i,65
CCOc1ccc(NC(=O)CCC(=O)c2ccc(Br)cc2)cc1,-1,792,i,59
COc1cc(CNC(=O)C2CCCC2)cc(OC)c1OC,4,805,i,55
O=C(CC1OCC2CCCN2C1=O)Nc1ccc([N+](=O)[O-])cc1 (stereo unspecified),-7,756,i,56
CCOc1ccc(N(C(=O)CNC(=O)c2ccco2)C(C(=O)NC2CCCC2)c2cccnc2)cc1 (stereo unspecified),13,792,i,10
Cc1cc(Br)c(NC(=O)Cn2c([N+](=O)[O-])cnc2C)cc1C,0,798,i,59
O=C(COC(=O)CSc1ccc([N+](=O)[O-])cc1)NCCCc1ccccc1,0,654,i,27
COc1ccccc1N1CCN(C(=O)CCc2nnc3ccc(N4CCCC4)nn23)CC1,-4,660,i,31
O=C(NCc1ccco1)c1ccccc1,-15,773,i,36
CCC1CCCCN1CCCNC(=O)CCNC(=O)Cn1cnc2ccccc2c1=O (stereo unspecified),11,761,i,34
COCCNc1nc(N)c([N+](=O)[O-])c(NC2CCCCC2)n1,10,853,i,32
COc1ccc(OCCNC(=O)c2ccc(C)cc2)cc1,-3,820,i,32
O=C(NC1CC1)c1c(O)c2ccccc2[nH]c1=O,4,808,i,28
CCC(C(=O)NC1CCN(C)CC1)c1ccccc1 (stereo unspecified),13,832,i,0
C=CCc1ccc(OC(=O)NC2CCCCC2)c(OC)c1,-1,649,i,41
Cc1ccc(NC(=O)CN2CCN(Cc3ccccc3)CC2)cc1F,4,800,i,16
COc1cccc(CNS(=O)(=O)c2ccc3c(c2)N(C)CCO3)c1,3,793,i,35
CCCCC(=O)Nc1ccc2c(c1)nc(CN1CCN(C(=O)OCC)CC1)n2C,-3,830,i,60
Cc1cnc(NC(=O)c2c(Cl)cnn2C)s1,-1,839,i,11

# More results:
SMILES,Lipid droplet,Lipid droplet cells 6.5 µM,T cell modulator,T cell modulator vesicle-bound %
O=C(NNC(=O)c1cc2ccccc2cc1O)Nc1ccc(Br)cc1,12,860,i,2
CC1=NN(C(N)=S)C(=O)C1N=Nc1ccc(Cl)cc1Cl (stereo unspecified),-9,813,i,48
Cc1cccc(C)c1NC(=O)c1cc(S(=O)(=O)N2CCc3ccccc32)cn1C,8,801,i,36
CSCC(=O)N1CCCC(N2CCN(c3ccc(F)cc3)CC2)C1 (stereo unspecified),12,781,i,61
CCOC(=O)c1ccc(NC(=O)Cn2cnc(S(=O)(=O)N3CCCC3)c2)cc1,-1,732,i,7
O=C(NCC1CCCO1)c1ccc(Cl)c(S(=O)(=O)Nc2ccccc2)c1 (stereo unspecified),-40,638,i,12
O=C(Nc1ccc(NC(=O)c2ccccc2Cl)cc1)c1cccnc1,10,780,i,19
CC1CCC(NS(=O)(=O)c2cccc3nsnc23)CC1 (stereo unspecified),-15,753,i,14
O=C(Nc1nccs1)c1ccc(Br)c(S(=O)(=O)N2CCCC2)c1,1,856,i,60
CC(=O)NN1CCc2cc3ccc(C)cc3nc21,18,407,i,46
O=C(N/N=C/c1cccnc1)c1ccccc1,6,814,i,57
CC(c1ccco1)N(C(=O)c1cccc(S(=O)(=O)N(C)C)c1)c1ccccn1 (stereo unspecified),-2,787,i,17
Cc1cc(S(=O)(=O)ON2C(=O)c3ccccc3C2=O)ccc1F,-15,713,i,35
CCCCc1nc2cc(C(=O)N3CCCC(COC)C3)ccc2o1 (stereo unspecified),6,802,i,15
Cc1c(OC(C)C(=O)NCc2ccncc2)ccc2c3c(c(=O)oc12)CCCC3 (stereo unspecified),4,711,i,47
CC(=O)c1ccc(NC(=O)c2ccc3c(=O)n4c(nc3c2)CCCCC4)cc1,8,632,i,60
COc1ccc(OC)c(NC(=O)CNC(c2ccccc2)c2ccccc2)c1,0,816,i,17
CCOC(=O)Cc1csc(NC(=O)c2cccc([N+](=O)[O-])c2)n1,-8,754,i,21
CC(=O)NCCc1nc2cc(NC(=O)c3cccc([N+](=O)[O-])c3)ccc2n1C,3,811,i,39
Cc1cccc(-n2ncc3c2CCCC3NC(=O)CN2CCOC2=O)c1C (stereo unspecified),-3,759,i,44
Cc1ccc(C(C)C)c(OCCNC(=O)c2ccccc2O)c1,1,833,i,66
COc1ccc(S(=O)(=O)N2CCC(C(N)=O)CC2)cc1C(=O)N1CCCCCC1,4,799,i,45
CCc1ccc(-c2cc(C)no2)cc1S(=O)(=O)N1CCN(c2ccccc2)CC1,-9,655,i,30

# Bioassay records: PubChem, several laboratories

# The list is partial (hit frequency here may not be typical).
